Source: PubChem
Diaph act CS: compounds boosting diaphorase resazurin reduction – biochemical, uHTS, resorufin fluorescence, counter-screen for diaphorase-coupled primary assays, primary screen; Diaphorase/resazurin coupled assay, 16 min; stronger effect = higher value; 1 = vehicle wells, 0 = NADH-free wells; activation factor at 20 µM; 190,000 compounds, 0.005% hits;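 active = diaphorase activity raised at least twofold by the compound at 20 µM; inactive = activation factor below 2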
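Material: purified diaphorase enzyme from Clostridium kluyveri / Medium: HEPES pH 7.4 buffer with MgCl2 and Tween 20 / Schedule: enzyme reaction of 16 min at room temperature / Measured by: resorufin fluorescence, excitation 544 nm, emission 590 nm / Evaluation: rise in resorufin formation, marking diaphorase activation or chemical reduction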
ROMK primary: ROMK potassium channel modulators, primary screen, cell-based, thallium flux, MLSMR library; Tet-inducible ROMK, thallium flux fluorescence; actives lie on both sides; 130,000 compounds, 2% hits; AID 1918, 2009; ATP-sensitive inward rectifier potassium channel 1 (Homo sapiens), P48048; B-score at 10 µM;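 active = signal ratio slope over the read window, or its plate-corrected B-score, at least 3 SD from the plate mean, either direction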;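 also: B-score of the F/F0 ratio slope over 7 to 12 s after thallium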
Target sequence (P48048 whole entry, looked up): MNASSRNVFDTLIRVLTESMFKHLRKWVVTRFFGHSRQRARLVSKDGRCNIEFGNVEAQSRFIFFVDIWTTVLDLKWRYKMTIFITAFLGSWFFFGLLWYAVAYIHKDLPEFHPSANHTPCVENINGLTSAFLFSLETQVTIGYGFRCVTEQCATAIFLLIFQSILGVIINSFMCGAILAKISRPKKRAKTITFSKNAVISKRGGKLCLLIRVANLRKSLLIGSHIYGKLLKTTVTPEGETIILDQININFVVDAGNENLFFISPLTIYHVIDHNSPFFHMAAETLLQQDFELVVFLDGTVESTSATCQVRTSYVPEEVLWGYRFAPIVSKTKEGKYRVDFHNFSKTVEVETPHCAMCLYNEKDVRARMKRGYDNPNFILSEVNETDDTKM
S1P3 antag: S1P3 receptor antagonists, primary screen, cell-based; 170,000 compounds, 0.27% hits; CHO S1P3 NFAT-BLA reporter, FRET fluorescence, antagonist mode; inhibition, % at 4.98 µM; Sphingosine 1-phosphate receptor 3 (Homo sapiens), Q99500;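 active = inhibition above the plate cutoff, the mean inhibition of test wells on that plate plus 3 SD, cut at about 28% in these data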;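 also: cells challenged with S1P at its EC80 of 0.8 µM; blue over green emission ratio from cleaved BLA substrate after 4 h stimulation; 0% = S1P-stimulated wells and 100% = unstimulated DMSO-only wells; some compounds past the cut are filed as inactive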
Target sequence (Q99500 whole entry, looked up): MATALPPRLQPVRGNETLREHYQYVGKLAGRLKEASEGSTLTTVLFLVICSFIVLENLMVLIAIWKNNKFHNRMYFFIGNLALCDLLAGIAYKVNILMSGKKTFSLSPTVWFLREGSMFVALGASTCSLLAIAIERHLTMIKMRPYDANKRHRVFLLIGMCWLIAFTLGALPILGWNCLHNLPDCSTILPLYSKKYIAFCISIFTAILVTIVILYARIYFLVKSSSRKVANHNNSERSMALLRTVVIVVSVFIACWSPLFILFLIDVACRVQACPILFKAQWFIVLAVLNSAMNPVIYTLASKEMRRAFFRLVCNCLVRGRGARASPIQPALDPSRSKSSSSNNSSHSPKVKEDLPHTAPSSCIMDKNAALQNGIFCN
PPARg SRC3 recr: PPARgamma agonists recruiting SRC-3 coactivator, primary screen, biochemical | biochemical PPARgamma/SRC-3 coactivator recruitment assay | activation, % at 8 µM | 200,000 compounds, 0.26% hits | AID 731, 2007; in the data active = activation above about 23%;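 also: 0% = DMSO and 100% = reference agonist; some compounds past the cut are filed as inactive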
PMI activator: activators of human PMI, primary screen, biochemical, fluorescence intensity, near-Km mannose 6-phosphate; purified human PMI, coupled resazurin fluorescence, 20 min; stronger effect = higher value; 1 = vehicle control, 0 substrate-free wells; 190,000 compounds, 0.005% hits; activation factor at 20 µM; AID 1214, 2008; Mannose-6-phosphate isomerase (Homo sapiens), P34949;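 active = activation factor of 2 or more at 20 µM, relative to plate controls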
PPARg SRC1 recr: PPARgamma agonists recruiting SRC-1 coactivator, primary screen, biochemical | PPARgamma-SRC-1 coactivator recruitment biochemical assay | activation, % at 8 µM | AID 631, 2007 | 200,000 compounds, 0.41% hits | Peroxisome proliferator-activated receptor gamma (Homo sapiens), P37231; in the data active = activation above about 19%;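 also: 0% = DMSO and 100% = reference agonist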
SRC2 TRFRET art: TR-FRET signal artefacts, primary screen, artefact control for PPARgamma SRC-2 agonist project, biochemical; TR-FRET artefact counter-screen; stronger effect = higher value; TR-FRET ratio at 8 µM; 200,000 compounds, 0.4% hits; AID 1049, 2008; in the data active = TR-FRET ratio above about 2000; also: inactives centre near 1500
Diaph inh CS: diaphorase inhibitors and chemical oxidizers, primary screen, counter-screen for diaphorase-coupled primary assays, biochemical, uHTS, resorufin fluorescence; inhibition, % at 20 µM; 190,000 compounds, 0.69% hits; diaphorase resazurin-to-resorufin fluorescence, NADH, 16 min; bacterial (C. kluyveri) enzyme, not human;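 active = primary screen inhibition at 20 µM above a set limit, cut at about 50% in these data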;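 also: plate controls were DMSO with full reaction for no effect and wells lacking NADH for full effect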
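System: Bacterial diaphorase enzyme (C. kluyveri) | Incubation: 16-min room-temperature incubation before reading | Benchmarks: No-NADH positive control and DMSO neutral control | Measured by: Resorufin fluorescence 544/590 nm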
PMI act satM6P: human PMI activators, high substrate, primary screen, biochemical, fluorescence intensity, near-saturating mannose 6-phosphate | Mannose-6-phosphate isomerase (Homo sapiens), P34949 | activation factor at 20 µM | 190,000 compounds, 0.34% hits | coupled PMI enzyme assay, resazurin fluorescence, 20 min; stronger effect = higher value; 1 = untreated enzyme, 0 = substrate-free blank;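 active = activation factor of 2 or more at 20 µM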
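Test system: Human PMI in coupled enzyme assay | Input: 15 ng/mL PMI | Medium: HEPES-buffered pH 7.4 with magnesium and detergent | Compound: One concentration, 20 µM, in 1% DMSO | Incubation: Enzyme reaction with compound 20 min at room temperature | Detection: Diaphorase-driven resazurin-to-resorufin fluorescence, excitation 544, emission 590 nm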
PPARg SRC-2 ag: agonists of PPARg-SRC-2 recruitment, primary screen, biochemical, HTS. Peroxisome proliferator-activated receptor gamma (Homo sapiens), P37231. PPARgamma LBD-SRC-2 recruitment. activation, % at 8 µM. 200,000 compounds, 0.34% hits. AID 1032, 2008; in the data active = activation above about 22%;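 also: 0% = vehicle and 100% = reference agonist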
G6PDH counter: L. mesenteroides G6PDH inhibitors, counter-screen for G6PDH-coupled screening assays, biochemical, Leuconostoc mesenteroides enzyme | Purified L. mesenteroides G6PDH, diaphorase/resazurin coupled fluorescence, 45 min | 200,000 compounds, 0.12% hits | inhibition, % at 5 µM; in the data active = inhibition above about 50%
* = called active by the depositor; nt = not tested or not shown.

SMILES	Diaph act CS	ROMK primary	S1P3 antag	PPARg SRC3 recr	PMI activator	PPARg SRC1 recr	SRC2 TRFRET art	Diaph inh CS	PMI act satM6P	PPARg SRC-2 ag	G6PDH counter
COC(=O)C(Cc1c[nH]c2ccccc12)N1CCS(=O)(=O)CC1 (centres undefined)	0.8	-1.1	-6	4	0.9	2	1571	20	1	-3	8
CC(=O)Nc1ccc(S(=O)(=O)Oc2ccc(/C=N/N=C3/NC(=O)C(CC(=O)O)S3)cc2)cc1 (centres undefined)	1.1	0.15	-20	6	1	4	1606	-6	1	4	8
CCn1c(=O)cc(OCC(=O)N2CCc3ccccc32)c2ccccc21	1	nt	2	4	1	-1	1494	4	1	-1	-50
COc1ccc(S(=O)(=O)N(Cc2ccccc2)Cc2nc3ccccc3c(=O)[nH]2)cc1	0.8	nt	3	4	1	1	1586	15	1	1	-5
C=CCN1C(=O)/C(=C\c2cccs2)C(C(=O)OC)=C1C	0.9	-0.048	nt	15	0.9	-6	1524	12	0.9	2	3
CC(=O)c1ccc(NC(=O)C2CCC(C)(C(=O)O)C2(C)C)cc1 (centres undefined)	0.9	nt	-16	13	1	0	1783	7	1	5	10
COc1ccccc1-c1cc(C(F)(F)F)nc(NCc2cccs2)n1	0.8	0.02	-8	-1	0.9	-1	1577	21	0.9	9	1
CCCCOc1ccc(/C=N/NC(=S)Nc2cccc(C)c2C)cc1	0.9	0.03	nt	4	1	0	1564	11	1.1	15	-9
Cc1cc(=O)[nH]c(SCC(=O)OCc2ccccc2)c1C#N	1	2.7	4	2	0.9	0	1511	5	1	1	10
O=C(Nc1ccc(Cl)c(Cl)c1)c1csc(-c2ccccc2)n1	1	nt	nt	2	1	-6	1434	2	1	-2	-48
CCc1oc(C(=O)O)cc1COC	1.1	nt	-38	-6	1	6	1531	-6	1.1	9	2
O=C(c1cccc(C(F)(F)F)c1)N1CCC(O)(CS(=O)(=O)Cc2ccc(Cl)cc2)CC1	0.8	nt	nt	-6	0.8	-10	1539	20	0.8	-6	-12
CNc1nc(C)c(C(C)=O)cc1C#N	0.8	nt	nt	-2	1	8	1498	16	1	6	2
O=S(=O)(NCC(Nc1ccc(Cl)cc1)c1ccccc1)c1ccc(Cl)cc1 (centres undefined)	0.8	0.21	-8	2	0.9	0	1516	16	0.9	3	9
CCOC(=O)C1(Cc2ccccc2C)CCCN(C(=O)CCn2nccc2C)C1 (centres undefined)	nt	nt	-8	-1	nt	2	1433	nt	nt	-7	9

A run of entries from the list above, for reference:
SMILES	Diaph act CS	ROMK primary	S1P3 antag	PPARg SRC3 recr	PMI activator	PPARg SRC1 recr	SRC2 TRFRET art	Diaph inh CS	PMI act satM6P	PPARg SRC-2 ag	G6PDH counter
COC(=O)C(Cc1c[nH]c2ccccc12)N1CCS(=O)(=O)CC1 (centres undefined)	0.8	-1.1	-6	4	0.9	2	1571	20	1	-3	8
CC(=O)Nc1ccc(S(=O)(=O)Oc2ccc(/C=N/N=C3/NC(=O)C(CC(=O)O)S3)cc2)cc1 (centres undefined)	1.1	0.15	-20	6	1	4	1606	-6	1	4	8
CCn1c(=O)cc(OCC(=O)N2CCc3ccccc32)c2ccccc21	1	nt	2	4	1	-1	1494	4	1	-1	-50

One compound at a time, as listed above. Order of screens: Diaph act CS, ROMK primary, S1P3 antag, PPARg SRC3 recr, PMI activator, PPARg SRC1 recr, SRC2 TRFRET art, Diaph inh CS, PMI act satM6P, PPARg SRC-2 ag, G6PDH counter
Profile of CCn1c(=O)cc(OCC(=O)N2CCc3ccccc32)c2ccccc21 : 1, nt, 2, 4, 1, -1, 1494, 4, 1, -1, -50
Profile of C=CCN1C(=O)/C(=C\c2cccs2)C(C(=O)OC)=C1C : 0.9, -0.048, nt, 15, 0.9, -6, 1524, 12, 0.9, 2, 3
Profile of CC(=O)Nc1ccc(S(=O)(=O)Oc2ccc(/C=N/N=C3/NC(=O)C(CC(=O)O)S3)cc2)cc1 (centres undefined) : 1.1, 0.15, -20, 6, 1, 4, 1606, -6, 1, 4, 8
Profile of CCc1oc(C(=O)O)cc1COC : 1.1, nt, -38, -6, 1, 6, 1531, -6, 1.1, 9, 2
Profile of CC(=O)c1ccc(NC(=O)C2CCC(C)(C(=O)O)C2(C)C)cc1 (centres undefined) : 0.9, nt, -16, 13, 1, 0, 1783, 7, 1, 5, 10

Additional structures:
SMILES	Diaph act CS	ROMK primary	S1P3 antag	PPARg SRC3 recr	PMI activator	PPARg SRC1 recr	SRC2 TRFRET art	Diaph inh CS	PMI act satM6P	PPARg SRC-2 ag	G6PDH counter
CCc1ccc(NC(=S)Nc2cc(OC)c(NC(=O)C(C)C)cc2OC)cc1	1	nt	-14	6	0.9	-2	1668	4	0.6	0	10
CC(C)(C)c1ccc(/C=N/NC(=O)Cc2c[nH]c3ccccc23)cc1	0.7	0.14	nt	-1	0.8	1	1422	28	0.8	10	7
COc1cccc(NC(=O)Cn2c(=O)n(CC3CCCO3)c(=O)c3ccccc32)c1 (centres undefined)	1	nt	nt	6	1	1	1433	0	1	4	3
CCN(CC)S(=O)(=O)c1cc(NC(=O)C(=O)c2c(-c3ccccc3)cc3ccccn23)ccc1C	0.8	nt	nt	1	0.8	0	1499	16	0.8	-5	1
COc1ccc(C(N)=S)cc1	0.8	0.24	12	2	0.9	6	1363	21	1	2	-12
COc1ccc(CCNC(=O)CSc2nnc(C(C)N(C)C)n2Cc2ccccc2)cc1OC (centres undefined)	0.9	0.3	-4	4	1	-7	1357	6	1	2	2
COC(=O)c1c(C)c[nH]c1C	1.1	nt	-4	-1	1.2	13	1787	-6	1.1	3	7
Cc1ccc(N/N=C/c2cccnc2)cc1	0.9	0.68	24	2	1.5	10	1640	8	1.8	-2	-2
Nc1n[nH]c(N)c1N=Nc1cccc(F)c1	0.8	2	0	5	0.9	1	1564	22	0.9	0	-2
O=C(NN(c1ccccc1)c1ccccc1)c1ccc([N+](=O)[O-])o1	1	-0.14	-16	-5	1	-1	1446	-1	1	4	-3
Cc1cc(=O)[nH]c(SCCCOc2ccccc2Cl)n1	1	-0.74	nt	9	0.9	-1	1440	-2	1	2	0
C/C(=N\O)C(=O)NCc1ccccn1	1	nt	23	10	1	6	1496	5	1	12	-18
O=C(c1cccs1)N1CCN(c2ccccc2)CC1	1	-0.0064	0	-3	1	-5	1587	-4	1	4	8
C=C(Cl)COc1ccc2c(C)cc(=O)oc2c1	0.9	nt	22	-17	1	-5	1504	7	1	15	1
CCc1ccc(-c2ccc(C(=O)C(F)(F)F)[nH]2)cc1	1	nt	nt	-4	1	0	1409	4	0.9	7	6
Cc1cc(-c2ccn[nH]2)c(C)s1	0.9	0.1	8	-3	1	9	1609	7	1.1	8	3
COc1ccc(CCNC(=O)CCNS(=O)(=O)c2cccc(Cl)c2)cc1OC	1	0.97	8	2	1.1	6	1676	2	0.5	-1	2
CC(=O)N1N=C(c2cccc(NS(C)(=O)=O)c2)CC1c1cccs1 (centres undefined)	0.8	-0.015	0	-2	1	10	1655	17	1	-3	2
COc1cc(/C=C/CN2CCC(CO)(CC3CCCCO3)CC2)ccc1O (centres undefined)	0.9	-1.4	-20	-5	0.9	-1	1537	6	0.8	5	9
CC(=O)Nc1ccc(S(=O)(=O)N2CCN(C(=O)N3CCCCCC3)CC2)cc1	0.9	0.046	-16	4	1	3	1472	10	0.9	13	-17
CC[n+]1c(C)n(-c2ccccc2)c2ccc(C(=O)OC)cc21	1	-0.4	13	-2	1	-2	1484	3	1	-6	5
Cc1cc(NC(=O)COC(=O)[C@H](C)NC(=O)c2ccccc2)no1	1	nt	nt	0	1.1	10	1618	0	1	14	10
COC(=O)CCc1c(C)nc(N)[nH]c1=O	0.9	0.23	nt	2	1	4	1694	9	1.1	1	6
Cc1cccc(C)c1NC(=O)CN1C(=O)S/C(=C\c2cccn2-c2cccc(C(=O)O)c2)C1=O	0.8	nt	nt	8	1	8	1701	17	1	5	2
O=C(CSCc1ccc(Cl)cc1)Nc1ccc(S(=O)(=O)N2CCCCCC2)cc1	0.8	nt	-12	1	0.8	4	1446	18	1	-2	-14
Cc1nn(C)c(C)c1CN(C)C(=O)C1(C)CC1(Br)Br (centres undefined)	0.9	-0.3	0	3	1	6	1299	7	1.1	6	8
COc1ccc(Cn2cc(C(=O)c3ccccc3)c(=O)c3cc(OC)ccc32)cc1	0.8	0.1	10	1	0.9	5	1562	24	0.8	9	12
O=c1oc2ccccc2c2c1nc(C(F)(F)F)n2-c1ccccc1	0.9	-0.075	nt	-3	0.9	0	1472	12	1	-5	15
CCn1c(CNC(=O)COc2ccc(C(C)C)cc2)nnc1SCC(=O)Nc1ccccc1C(C)C	0.9	nt	nt	7	0.9	13	1567	14	1	3	-6
CCOC(=O)CSc1nnc(CNC(=O)c2cccc(C)c2)n1-c1ccccc1OC	1	nt	-36	10	1	-1	1686	4	1	-6	-1
CCOC(=O)C1CCCN(C(=O)Cn2sc3nc(C)cc(C)c3c2=O)C1 (centres undefined)	0.9	nt	-3	-3	1.1	2	1759	9	1.2	4	-1
CSc1nsc(SCC(=O)Nc2ccccn2)n1	0.8	-0.5	-8	5	0.9	0	1618	16	0.8	-2	5
CCOC(=O)c1c(C)nc2c(c1-c1ccccc1)C(=O)CCC2	1	nt	nt	-5	1	9	1620	3	1	-2	4
CCc1nnc(N/N=C/c2cccs2)n1N	1	-0.73	-26	-1	1.1	8	1459	4	0.8	3	4
COc1ccc2c(COC(=O)c3n[nH]c4ccccc34)cc(=O)oc2c1	0.9	0.52	nt	2	1	3	1614	12	1	4	-6
Cc1ccc(C)n1-c1ccncc1	0.9	nt	-5	-4	1	2	1368	9	1	3	7

Outcome played no part in choosing rows. Share with any hit: about 3.3%.
